hIAP act = increases human intestinal alkaline phosphatase activity; P09923; 330,000 tested, 0.16% active; activation factor at 10 µM; purified human IAP, CDP-Star luminescence, 30 min; hits give high values; 1 = vehicle-only enzyme, 0 = enzyme-free background;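 active = activation factor of the enzyme at least 2-fold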; note: the source names both 10 and 20 µM as test concentration; values of inactives mirror those of a sister screen read the other way
beta cell repl = MIN6 beta-cell proliferation induction | MIN6 cells proliferation, ATPlite luminescence, 48 h; cells starved in 0.2% serum; 100% = growth in 10% serum | proliferation, % at 10 µM | 330,000 tested, 0.29% active | AID 2380;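 active = compounds whose signal lies at least 3.5 SD above the mean of all wells on their plate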;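 note: 0% = DMSO-treated cells in low-serum medium and 100% = 10% serum control; some compounds called inactive have numbers as strong as hits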
MPTP block = permeability transition pore inhibition; isolated mouse mitochondria, Ca2+ swelling absorbance, 30 min; inhibition, % at 10 µM; 360,000 tested, 1.4% active; AID 602449;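 active = inhibition of 50% or more, scaled per plate between neutral and stimulator controls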;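 note: 0% = DMSO wells given calcium and 100% = 1 mM EGTA wells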
mIAP activ = mouse IAP activation | 330,000 tested, 0.24% active | muIAP, CDP-Star luminescence, 30 min; hits give high values; 1 = vehicle-only enzyme signal, 0 = enzyme-free wells | activation factor at 10 µM | AID 2805;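 active = activation factor of at least 2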; note: the source names both 10 and 20 µM as test concentration; values of inactives mirror those of a sister screen read the other way
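Assay system: mouse IAP enzyme; Reagent: CDP-Star chemiluminescent phosphatase substrate; Compound: DMSO-dissolved test compounds; Incubation: 30 min, room temperature; Technique: luminescence from enzymatic CDP-Star hydrolysis; Controls: DMSO-only wells and no-enzyme negative control.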
A3G deaminase = APOBEC3G (human) deaminase inhibition; 330,000 tested, 0.28% active; inhibition, % at 20 µM; recombinant A3G, ssDNA deamination FAM/TAMRA fluorescence; AID 493012;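 active = inhibition of at least 40% at 20 µM, with no more than 30% in the related APOBEC3A deaminase screen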;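 note: plate controls were DMSO wells with A3G for no effect and wells lacking A3G enzyme for full effect; some compounds called inactive have numbers as strong as hits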
Target sequence (Q9HC16 whole entry, looked up): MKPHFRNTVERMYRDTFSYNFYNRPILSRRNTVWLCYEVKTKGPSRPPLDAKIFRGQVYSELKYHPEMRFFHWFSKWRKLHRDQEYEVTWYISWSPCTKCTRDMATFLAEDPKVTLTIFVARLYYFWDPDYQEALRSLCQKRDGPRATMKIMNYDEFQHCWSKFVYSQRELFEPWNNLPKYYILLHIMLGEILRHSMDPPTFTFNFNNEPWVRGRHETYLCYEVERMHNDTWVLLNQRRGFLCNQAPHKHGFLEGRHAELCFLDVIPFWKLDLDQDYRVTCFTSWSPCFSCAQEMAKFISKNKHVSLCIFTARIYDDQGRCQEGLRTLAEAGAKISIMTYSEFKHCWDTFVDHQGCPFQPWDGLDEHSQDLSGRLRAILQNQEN
ATG4B inhibitor = blocks human ATG4B protease cleavage of LC3 substrate; ATG4B cleavage of LC3-PLA2, NBD-HPC fluorescence, 1 h; inhibition, % at 8.33 µM; AID 504462; 340,000 tested, 0.51% active; in the data active = inhibition above about 40%
Target sequence (Q9Y4P1 whole entry, looked up): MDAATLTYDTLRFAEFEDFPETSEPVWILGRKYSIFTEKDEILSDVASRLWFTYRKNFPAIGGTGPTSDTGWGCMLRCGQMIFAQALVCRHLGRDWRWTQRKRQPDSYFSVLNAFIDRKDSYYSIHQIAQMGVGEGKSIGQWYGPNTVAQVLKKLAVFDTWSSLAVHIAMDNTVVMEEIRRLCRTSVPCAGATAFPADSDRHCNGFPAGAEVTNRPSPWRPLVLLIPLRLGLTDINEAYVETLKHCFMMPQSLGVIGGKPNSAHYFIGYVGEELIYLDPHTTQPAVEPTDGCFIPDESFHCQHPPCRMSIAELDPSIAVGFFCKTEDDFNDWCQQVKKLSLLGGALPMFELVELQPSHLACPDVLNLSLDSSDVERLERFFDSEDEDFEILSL
hIAP inh = human IAP inhibition; P09923; purified IAP, CDP-Star luminescence, 30 min; inhibition, % at 10 µM; 330,000 tested, 0.12% active; AID 2544;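 active = inhibition reaching a set limit with compound at 10 µM in the primary screen, cut at about 35% in these data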;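 note: plate controls were DMSO wells with enzyme for no effect and no-enzyme buffer wells for full effect; values of inactives mirror those of a sister screen read the other way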
A3A deaminase = blocks human APOBEC3A ssDNA deamination | recombinant A3A, FAM/TAMRA ssDNA deamination fluorescence | inhibition, % at 20 µM | 330,000 tested, 0.41% active;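 active = at least 40% inhibition at 20 µM here, with at most 30% in a related deaminase screen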;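 note: plate controls were A3A with DMSO for no effect and wells lacking A3A enzyme for full effect; some results filed as inactive read as strong as hits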
Target sequence (P31941 whole entry, looked up): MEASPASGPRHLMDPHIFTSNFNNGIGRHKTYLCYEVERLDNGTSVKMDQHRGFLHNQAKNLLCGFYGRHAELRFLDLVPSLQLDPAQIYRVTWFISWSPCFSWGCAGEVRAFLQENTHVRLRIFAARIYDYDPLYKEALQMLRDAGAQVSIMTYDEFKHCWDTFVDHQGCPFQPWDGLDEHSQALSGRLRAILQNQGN
mIAP inh = blocks mouse intestinal alkaline phosphatase; 330,000 tested, 0.2% active; inhibition, % at 10 µM; AID 2806; purified mouse IAP, CDP-Star luminescence, 30 min;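 active = inhibition of at least 40% at 10 µM in the primary screen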;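 note: plate controls were DMSO with enzyme for no effect and no enzyme wells for full effect; values of inactives mirror those of a sister screen read the other way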
Starred values were filed as active, the others as inactive.

O=C(C[C@H]1C/C=C/CC[C@@H](Cc2ccc(F)cc2)C(=O)OC[C@H](c2ccccc2)NC1=O)NCCO was read as hIAP act 0.82, beta cell repl 3, MPTP block 1.8, mIAP activ 1.1, A3G deaminase -8, ATG4B inhibitor -4, hIAP inh 18, A3A deaminase 2 and mIAP inh -8.
For Fc1ccccc1/C=C/c1ccc2ccccc2n1 the results were hIAP act 0.96, beta cell repl -1, MPTP block 3.3, mIAP activ 0.86, A3G deaminase -9, ATG4B inhibitor 19, hIAP inh 4, A3A deaminase -6 and mIAP inh 14.
COCCOc1cc(N)c(Cl)cc1Cl was read as hIAP act 1.1, beta cell repl 1, MPTP block -0.4, mIAP activ 0.98, A3G deaminase -3, ATG4B inhibitor 5, hIAP inh -10, A3A deaminase 4 and mIAP inh 2.
COc1ccc(/C=N/NC(=O)c2ccc(Cn3cc([N+](=O)[O-])cn3)o2)cc1O was read as hIAP act 1.1, beta cell repl -1, MPTP block -0.6, mIAP activ 1.1, A3G deaminase -1, ATG4B inhibitor -4, hIAP inh -6, A3A deaminase -1 and mIAP inh -6.
For Cc1cccc(C(=O)NCc2nnc(SC(C)C(=O)Nc3nnc(C)s3)n2C)c1 (configuration not stated) the results were hIAP act 0.98, beta cell repl 1, MPTP block -0.5, mIAP activ 1.1, A3G deaminase -4, ATG4B inhibitor 6, hIAP inh 2, A3A deaminase -2 and mIAP inh -5.
Screening O=C(NC1CCCC1)C(c1ccncc1)N(C(=O)c1csnn1)C1CCCC1 (configuration not stated) returned hIAP act 1, beta cell repl 1, MPTP block 2.1, mIAP activ 1.1, A3G deaminase -9, ATG4B inhibitor 5, hIAP inh -4, A3A deaminase -6 and mIAP inh -6.
Screening O=C(NCc1ccc2c(c1)OCO2)C1CCN(S(=O)(=O)c2cccs2)CC1 returned hIAP act 0.95, beta cell repl 4, MPTP block 0.9, mIAP activ 1.1, A3G deaminase -3, ATG4B inhibitor -14, hIAP inh 5, A3A deaminase 0 and mIAP inh -8.
Screening O=C(Nc1ccc(Cl)c(S(=O)(=O)N2CCOCC2)c1)[C@@H]1CCCN1C(=O)c1cccs1 returned hIAP act 0.94, beta cell repl -3, MPTP block -2.0, mIAP activ 0.96, A3G deaminase -2, ATG4B inhibitor -6, hIAP inh 6, A3A deaminase 5 and mIAP inh 4.
O=C(CN(Cc1ccccc1)S(=O)(=O)c1ccc(Cl)cc1)NCC1CCCO1 (configuration not stated) was read as hIAP act 1.1, beta cell repl 0, MPTP block -0.5, mIAP activ 1, A3G deaminase 0, ATG4B inhibitor 2, hIAP inh -15, A3A deaminase 1 and mIAP inh 0.
`COc1ccc(CNc2nn[nH]n2)cc1OC` gave hIAP act 0.93, beta cell repl 1, MPTP block 1.0, mIAP activ 0.98, A3G deaminase -11, ATG4B inhibitor 0, hIAP inh 7, A3A deaminase -2 and mIAP inh 2.
`Clc1cccc(CN2CCN(Cc3nc(CCc4ccccc4)no3)CC2)c1` gave hIAP act 1.1, beta cell repl -1, MPTP block 3.4, mIAP activ 1.1, A3G deaminase -10, ATG4B inhibitor -3, hIAP inh -6, A3A deaminase 1 and mIAP inh -12.
`Cc1ccc(-c2n[nH]c(=S)n2Cc2ccccc2)cc1` gave hIAP act 0.89, beta cell repl 0, MPTP block 2.6, mIAP activ 0.94, A3G deaminase 23, ATG4B inhibitor -9, hIAP inh 11, A3A deaminase 0 and mIAP inh 6.
CN(C(=O)c1cc(S(=O)(=O)N2CCc3ccccc32)cn1C)C1CCCCC1 was read as hIAP act 1, beta cell repl 0, MPTP block -0.9, mIAP activ 1.1, A3G deaminase -10, ATG4B inhibitor -9, hIAP inh -2, A3A deaminase -2 and mIAP inh -11.
COc1ccccc1NC(=O)c1c(Nc2ccccc2F)sc(C(=O)Nc2cccc(Cl)c2)c1N was read as hIAP act 1.1, beta cell repl 0, MPTP block 78*, mIAP activ 1.1, A3G deaminase 2, ATG4B inhibitor 20, hIAP inh -12, A3A deaminase 2 and mIAP inh -9.
For COc1ccc(/C=C/C(=O)NC(=S)N2CCN(c3ccccn3)CC2)cc1OC the results were hIAP act 1.1, beta cell repl 3, MPTP block 0.2, mIAP activ 0.9, A3G deaminase -10, ATG4B inhibitor -7, hIAP inh -10, A3A deaminase -3 and mIAP inh 10.
Screening C[C@@H]1CN([C@H](C)CO)C(=O)Cc2cc(NC(=O)Nc3ccccc3)ccc2O[C@@H]1CN(C)Cc1ccc2c(c1)OCO2 returned hIAP act 1.1, beta cell repl -5, MPTP block 0.2, mIAP activ 2.1*, A3G deaminase -11, ATG4B inhibitor -12, hIAP inh -9, A3A deaminase 0 and mIAP inh -113.
For CNC(=S)N1CCN(c2ccccn2)CC1 the results were hIAP act 0.98, beta cell repl -2, MPTP block 6.3, mIAP activ 1, A3G deaminase -3, ATG4B inhibitor 4, hIAP inh 2, A3A deaminase 0 and mIAP inh -2.
For O=C1NCCN1CCNS(=O)(=O)c1ccc(F)cc1 the results were hIAP act 1, beta cell repl 0, MPTP block -0.6, mIAP activ 0.96, A3G deaminase -3, ATG4B inhibitor -5, hIAP inh 0, A3A deaminase 3 and mIAP inh 4.
For COC(=O)CN(c1ccc(OC)cc1)S(=O)(=O)c1ccc(OC)c(OC)c1 the results were hIAP act 0.9, beta cell repl 2, MPTP block 2.3, mIAP activ 0.98, A3G deaminase -2, ATG4B inhibitor -9, hIAP inh 10, A3A deaminase 4 and mIAP inh 2.
For C=CCNC(=S)NNC(=O)c1cc(Cl)ccc1OC the results were hIAP act 1.2, beta cell repl -1, MPTP block -0.2, mIAP activ 1.1, A3G deaminase -2, ATG4B inhibitor -4, hIAP inh -22, A3A deaminase -9 and mIAP inh -8.
Screening N#CC1=C(N)OC2=C(C(=O)CCC2)C1Cc1ccccc1 (configuration not stated) returned hIAP act 0.83, beta cell repl 2, MPTP block -0.2, mIAP activ 0.91, A3G deaminase 1, ATG4B inhibitor 11, hIAP inh 17, A3A deaminase 5 and mIAP inh 9.
COc1ccc(C(=O)NC23CC4CC(CC(C4)C2)C3)cc1OC was read as hIAP act 0.94, beta cell repl -1, MPTP block 0.2, mIAP activ 1.1, A3G deaminase -1, ATG4B inhibitor 1, hIAP inh 6, A3A deaminase -3 and mIAP inh -10.
CC(C)(C)NC(=O)C(c1ccncc1)N(C(=O)c1csnn1)c1cccc2ccccc12 (configuration not stated) was read as hIAP act 0.97, beta cell repl 1, MPTP block 0.5, mIAP activ 0.92, A3G deaminase -9, ATG4B inhibitor 9, hIAP inh 3, A3A deaminase 1 and mIAP inh 8.
`Cc1oc(-c2ccccc2)nc1C(=O)Nc1nccs1` gave hIAP act 1.2, beta cell repl -1, MPTP block 1.2, mIAP activ 0.98, A3G deaminase 0, ATG4B inhibitor -5, hIAP inh -21, A3A deaminase 2 and mIAP inh 2.
For COc1ccc(N(C(=O)c2snc(C(N)=O)c2N)C(CC(C)C)C(=O)NCC2CCCO2)cc1 (configuration not stated) the results were hIAP act 0.92, beta cell repl 0, MPTP block -2.9, mIAP activ 1, A3G deaminase -4, ATG4B inhibitor -2, hIAP inh 8, A3A deaminase -2 and mIAP inh -3.
`COc1cc(NC(=O)C2CC(=O)N(Cc3ccco3)C2)cc(OC)c1` (configuration not stated) gave hIAP act 0.97, beta cell repl 0, MPTP block -1.2, mIAP activ 1, A3G deaminase -4, ATG4B inhibitor -3, hIAP inh 3, A3A deaminase -3 and mIAP inh -1.
Screening COc1cccc(-c2sc3ccc(OC)cc3c2C#CC2(O)CCCCC2)c1 returned hIAP act 1, beta cell repl -7, MPTP block 2.4, mIAP activ 1.1, A3G deaminase -12, ATG4B inhibitor 1, hIAP inh -2, A3A deaminase -4 and mIAP inh -6.
For CCCn1c(=N)n(CC(=O)c2ccc(Cl)cc2)c2ccccc21 the results were hIAP act 1.1, beta cell repl -3, MPTP block 1.5, mIAP activ 0.94, A3G deaminase -10, ATG4B inhibitor 3, hIAP inh -6, A3A deaminase -5 and mIAP inh 6.
`O=c1c2ccccc2nnn1COc1cccc(Cl)c1` gave hIAP act 0.96, beta cell repl 1, MPTP block 0.5, mIAP activ 1, A3G deaminase -11, ATG4B inhibitor -5, hIAP inh 4, A3A deaminase -3 and mIAP inh -4.
Screening CC(c1ccncn1)N(C)Cc1nc(Cc2ccccc2F)no1 (configuration not stated) returned hIAP act 0.98, beta cell repl 1, MPTP block 0.5, mIAP activ 1.1, A3G deaminase -5, ATG4B inhibitor 22, hIAP inh 2, A3A deaminase 1 and mIAP inh -13.

A stretch of the results above, for reference:
Screening C[C@@H]1CN([C@H](C)CO)C(=O)Cc2cc(NC(=O)Nc3ccccc3)ccc2O[C@@H]1CN(C)Cc1ccc2c(c1)OCO2 returned hIAP act 1.1, beta cell repl -5, MPTP block 0.2, mIAP activ 2.1*, A3G deaminase -11, ATG4B inhibitor -12, hIAP inh -9, A3A deaminase 0 and mIAP inh -113.
For CNC(=S)N1CCN(c2ccccn2)CC1 the results were hIAP act 0.98, beta cell repl -2, MPTP block 6.3, mIAP activ 1, A3G deaminase -3, ATG4B inhibitor 4, hIAP inh 2, A3A deaminase 0 and mIAP inh -2.
For O=C1NCCN1CCNS(=O)(=O)c1ccc(F)cc1 the results were hIAP act 1, beta cell repl 0, MPTP block -0.6, mIAP activ 0.96, A3G deaminase -3, ATG4B inhibitor -5, hIAP inh 0, A3A deaminase 3 and mIAP inh 4.

Next part:
Screening COc1ccc(/C=C(/NC(=O)c2ccccc2)C(=O)N2CCOCC2)cc1OC returned hIAP act 0.94, beta cell repl -2, MPTP block -0.6, mIAP activ 1.1, A3G deaminase -1, ATG4B inhibitor 11, hIAP inh 6, A3A deaminase 1 and mIAP inh -6.
For O=C(Cc1ccccc1)NC1CCSc2ccccc21 (configuration not stated) the results were hIAP act 1.1, beta cell repl -2, MPTP block 1.4, mIAP activ 1, A3G deaminase -8, ATG4B inhibitor -6, hIAP inh -14, A3A deaminase 17 and mIAP inh -1.
`CCCCOc1ccc(C2/C(=C(\O)c3ccc4c(c3)OCCO4)C(=O)C(=O)N2CCCN2CCOCC2)cc1` (configuration not stated) gave hIAP act 0.88, beta cell repl -1, MPTP block -1.3, mIAP activ 0.98, A3G deaminase -5, ATG4B inhibitor 2, hIAP inh 12, A3A deaminase 1 and mIAP inh 2.
COC(=O)c1c(NC(NC(=O)C(C)C)C(Cl)(Cl)Cl)sc2c1CCC2 (configuration not stated) was read as hIAP act 0.99, beta cell repl -3, MPTP block 1.9, mIAP activ 0.99, A3G deaminase -2, ATG4B inhibitor 37, hIAP inh 1, A3A deaminase -2 and mIAP inh 1.
